BoNT F protease – inhibitors of Botulinum neurotoxin F light chain protease. Multiplex microsphere protease cleavage assay, flow cytometry. inhibition, % at 10 µM. actives 0.22% (n = 360,000). AID 588497; in the data active means inhibition above about 35%, passing the limit was not always enough; inconclusive means no clear call, values can overlap the other calls; further: plate controls were buffer without enzyme for full effect and enzyme alone for no effect
BoNT-A LC inh2 – inhibitors of Botulinum neurotoxin A light chain protease; multiplex microsphere protease substrate cleavage, flow cytometry; inhibition, % at 10 µM; actives 0.17% (n = 360,000); AID 588499; further: plate controls were buffer without enzyme for full effect and enzyme alone for no effect
PfHsp40 yeast – compounds rescuing yeast from Plasmodium falciparum HSP40 toxicity; S. cerevisiae expressing PfHsp40, growth rescue, ATP luminescence; growth rescue, % at 12.5 µM; actives 0.68% (n = 340,000); AID 504582; in the data active means growth rescue above about 28%, passing the limit was not always enough; inconclusive means no clear call, values can overlap the other calls;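 further: yeast W303a lacking pdr1 and pdr3 grown in galactose medium; growth measured after three days at 30 °C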
Yp Topo-I inh – blocks Yersinia pestis topoisomerase I activity | activity, % at 10 µM | Y. pestis Topo-I cleavage product accumulation, plate reader | actives 0.064% (n = 360,000); in the data active means activity above about 50%, passing the limit was not always enough; inconclusive means no clear call, values can overlap the other calls; further: inactives centre near 2
CCHF vOTU inh – blocks the CCHF virus ovarian tumor domain protease. CCHFV vOTU protease, Pep-AMC fluorescence. inhibition, % at 11.5 µM. actives 0.55% (n = 370,000). AID 651958; in the data active means inhibition above about 30%; further: 0% = vehicle wells with enzyme and 100% = no enzyme wells
Anthrax LF prot – anthrax lethal factor protease inhibition; actives 0.12% (n = 360,000); multiplex microsphere protease cleavage assay, LF; P15917; inhibition, % at 10 µM; AID 588501; further: plate controls were buffer without enzyme for full effect and enzyme alone for no effect
Target sequence (P15917 whole entry, looked up): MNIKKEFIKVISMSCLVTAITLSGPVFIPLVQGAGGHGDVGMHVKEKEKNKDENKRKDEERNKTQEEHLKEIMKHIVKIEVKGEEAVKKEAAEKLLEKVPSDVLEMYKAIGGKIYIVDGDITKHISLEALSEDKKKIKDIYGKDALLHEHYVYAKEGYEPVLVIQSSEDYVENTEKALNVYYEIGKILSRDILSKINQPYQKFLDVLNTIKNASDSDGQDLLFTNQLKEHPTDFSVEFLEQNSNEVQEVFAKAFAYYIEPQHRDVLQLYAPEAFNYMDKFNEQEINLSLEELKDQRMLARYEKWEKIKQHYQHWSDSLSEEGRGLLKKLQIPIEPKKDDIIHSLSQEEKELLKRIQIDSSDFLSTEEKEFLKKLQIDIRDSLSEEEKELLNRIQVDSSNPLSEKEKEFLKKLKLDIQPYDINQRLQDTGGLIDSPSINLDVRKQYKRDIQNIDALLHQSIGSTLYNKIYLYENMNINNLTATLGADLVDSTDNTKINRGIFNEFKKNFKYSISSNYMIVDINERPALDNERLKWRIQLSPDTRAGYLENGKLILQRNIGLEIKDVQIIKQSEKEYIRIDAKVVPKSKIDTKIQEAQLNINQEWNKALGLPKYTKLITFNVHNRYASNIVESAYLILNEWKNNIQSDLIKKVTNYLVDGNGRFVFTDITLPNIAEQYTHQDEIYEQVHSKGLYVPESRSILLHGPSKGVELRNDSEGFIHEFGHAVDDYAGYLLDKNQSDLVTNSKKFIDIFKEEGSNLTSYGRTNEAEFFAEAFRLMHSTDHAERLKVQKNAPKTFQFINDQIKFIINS
FadD28 FP inh – M. tuberculosis FadD28 bisubstrate binding inhibition; AID 588549; FadD28 bisubstrate probe binding, fluorescence polarization; inhibition, % at 12.5 µM; actives 0.22% (n = 360,000); in the data active means inhibition above about 8.5%, passing the limit was not always enough; inconclusive means no clear call, values can overlap the other calls
PrPC TRFRET – reduces human prion protein on the cell surface; P04156; cell surface PrPC, TR-FRET read-out; inhibition, % at 13.8 µM; actives 0.43% (n = 370,000); AID 720596; in the data active means inhibition above about 24%; further: 0% = median of the test wells and 100% = reference compound wells
TcdB GH inh – inhibitors of Clostridioides difficile toxin B glycohydrolase. TcdB glycohydrolase enzymatic assay, plate reader. inhibition, % at 9.99 µM. actives 0.24% (n = 350,000); in the data active means inhibition above about 10%
Active calls of the source: *; ? = inconclusive; · = not tested or not shown. Unless noted, no stated cut-off is given here; in the data, active means inhibition above about 30%; inconclusive means no clear call, values can overlap the other calls; inactive means below that.

SMILES	BoNT F protease	BoNT-A LC inh2	PfHsp40 yeast	Yp Topo-I inh	CCHF vOTU inh	Anthrax LF prot	FadD28 FP inh	PrPC TRFRET	TcdB GH inh
O=C(NC(=S)Nc1cccc(-c2ccc(CO)o2)c1)c1cccs1	-2	-0.8	5.5	-12	6	-4	-5.2	5	0.4
COCCC(=O)N1CCC(Oc2ccc(C(=O)N3CCC(N(C)C)C3)cc2)CC1 (stereo not given)	0	0.8	-0.7	-1	8	2	-3.1	5	1.3
O=C1CN(C(=O)COC(=O)[C@@H]2CCCN2S(=O)(=O)c2ccc(Cl)cc2)c2ccccc2N1	-9	-0.3	0.2	38	5	-5	0.7	-3	0.5
O=C(Nc1ccc(Nc2ccccc2)cc1)c1ccc(F)cc1	3	1.1	0.6	-11	-7	12	1.5	0	1.8
COc1ccccc1NC(=O)Nc1ccc(C(=O)N2CCCCC2)cc1	3	-0.3	-1.6	11	7	-4	-2.0	16	0.6
N#Cc1c2n(c(=S)n(-c3ccc(F)cc3)c1=O)CCCCC2	-7	-0.1	-0.7	-5	1	4	-1.7	0	0.6
COCC(O)CSc1nc(C)[nH]c1[N+](=O)[O-] (stereo not given)	0	-0.3	0.9	-4	·	0	-1.8	·	·
CCCOP(=O)(c1ccc(N(C)C)cc1)C(O)c1ccccc1OC (stereo not given)	-4	0.0	0.4	5	13	-9	-1.7	5	·
O=C(CC1Oc2ccccc2NC1=O)NCc1ccccc1 (stereo not given)	2	-0.7	0.4	5	-5	-2	-0.6	5	-0.8
Cn1c(=O)c(-c2ccccc2)nc2ccccc21	-3	-0.8	-0.1	3	-49	2	-2.7	-16	·
COc1ccc(OCCn2c(C)nc3ccccc32)cc1	-4	-0.4	·	7	2	2	-1.6	7	-0.5
Cc1ccc([C@@H]2CC(=O)[C@@H]3CN(S(=O)(=O)c4ccc(C)cc4)[C@H](c4ccccc4F)C[C@@H]3N2S(=O)(=O)c2ccc(Cl)cc2)cc1	-9	-1.0	·	·	0	2	-3.4	-3	1.2
O=C(O)CCc1ccc(S(=O)(=O)Nc2ccccc2N2CCCCC2)cc1	·	·	1.7	0	8	·	-2.7	-1	1.2
CC1CN(c2ccnc3cc(Cl)ccc23)CC(C)O1 (stereo not given)	-20	-1.0	0.0	3	1	12	-1.4	-8	1.8
Cc1ccc(N=Cc2nc(/C=C/c3cccc([N+](=O)[O-])c3)oc2O)cc1	5	?	-1.2	-7	-11	9	-3.2	-5	1.3
COc1ccc(-n2c3c(cc(C(=O)N4CCN(CCO)CC4)c2=O)C(=O)CC(C)(C)C3)cc1	-2	-0.1	-0.9	-3	-3	-3	-2.7	10	·
Cc1ccccc1CN(C)CCS(=O)(=O)c1cc(Cl)ccc1Cl	-9	-0.5	61*	48	1	-1	-1.6	7	1.6
CCOC(=O)N(C)c1c(CC)nc2c(OCc3ccccc3C)cccn12	11	-0.2	·	16	0	-6	-5.8	7	0.9
CC(C)NS(=O)(=O)c1ccc(CCC(=O)NCc2ccco2)cc1	-14	-0.5	1.2	0	-8	-1	-2.8	1	·
O=C(Nc1ccccc1)OCCOc1cccc(Br)c1	9	1.5	0.6	13	-2	6	-7.4	4	0.2
CC(=O)c1ccc(Nc2nc(C(N)CCc3ccccc3)cs2)cc1 (stereo not given)	-24	0.1	·	-10	2	-8	-4.9	8	1.3
O=C1C2C3C=CC(C3)C2C(=O)N1CN(Cc1ccccc1)CN1C(=O)C2C3C=CC(C3)C2C1=O (stereo not given)	-2	-0.9	7.5	7	-3	-1	-0.9	-4	·
O=C(Cn1c(-c2ccccc2)noc1=O)Nc1ccc(S(=O)(=O)N2CCOCC2)cc1	-6	0.2	0.5	-2	-14	-5	-2.5	3	·
Cc1nn(-c2ccccc2Cl)c(Cl)c1/C=N/Nc1cccc(C(=O)O)c1	-3	-0.2	1.8	1	2	2	16*	-3	·
O=C(c1cccc(OC2CCN(C3CCCC3)CC2)c1)N1CCCCCCC1	-5	-0.5	-1.0	0	0	-2	-4.7	-2	0.5
SMILES	BoNT F protease	BoNT-A LC inh2	PfHsp40 yeast	Yp Topo-I inh	CCHF vOTU inh	Anthrax LF prot	FadD28 FP inh	PrPC TRFRET	TcdB GH inh
COc1ccc(/C=N\NC(=O)c2ccccc2)cc1COc1ccccc1	0	1.0	-1.9	8	8	0	-4.7	7	-4.6
O=C(CSc1nc2cc(Cl)ccc2s1)N1CCCc2ccccc21	25	3.7	7.9	47	-2	3	-0.7	2	-0.3
COCCNC(=O)C(c1ccc(F)cc1)N(C(=O)CCC(=O)Nc1nccs1)c1cccc(C)c1 (stereo not given)	-2	-0.5	-0.6	-1	-4	2	-3.3	-1	1.4
COc1ccc(N(CC(=O)Nc2c(C)n(C)n(-c3ccccc3)c2=O)S(=O)(=O)c2ccc(C)cc2)cc1	3	0.7	-1.7	3	9	10	-1.8	-1	0.6
O=C(O)CCCCCN1C(=O)/C(=C\c2ccc(-c3ccc(Cl)cc3)o2)SC1=S	10	43*	-1.6	7	-16	22	1.4	5	0.2
O=[N+]([O-])c1cc([N+](=O)[O-])c(Oc2cccnc2Br)cc1NN1CCCCC1	6	0.7	0.6	12	13	-1	-0.8	-21	0.7
Cc1ccc(S(=O)(=O)N2CCOCC2)cc1NC(=O)CNCc1ccccn1	-5	-2.8	0.6	1	-9	-2	-2.1	-6	1.7
O=C(O)CN(c1ccccc1[N+](=O)[O-])S(=O)(=O)c1ccccc1	-17	-4.4	-0.6	6	-1	?	0.0	0	-0.2
COC(=O)Cn1cc(/C=C2\C(=O)NC(=O)N(c3ccccc3)C2=O)c2ccccc21	?	3.1	0.1	6	-7	11	4.7	-5	0.0
Cc1ccc(-n2nc3c4c(cccc4c2=O)-c2ccccc2-3)cc1	9	7.5	-0.9	2	-1	1	-0.2	5	·
CC(=O)NC1N=C(C)N(c2ccccc2)C1=O (stereo not given)	-2	0.7	0.9	-4	8	3	-1.9	2	·
CC(=O)Nc1ccc(NC(=O)COC(=O)c2ccc(C)s2)cc1	-20	-1.3	-1.3	3	-6	-2	-1.3	-2	·
Cc1cccc(N2CCN(c3ccc(N4C(=O)CCCC4=O)cc3[N+](=O)[O-])CC2)c1C	-5	-0.4	-1.5	-1	-1	-1	-1.6	5	0.6
CCC(=O)OCC(=O)N=c1sccn1Cc1ccccc1Cl	-5	-2.2	-1.5	9	-4	-2	-5.0	-3	1.2
CCOc1ccc(NC2=NCCC(=O)N2Cc2cccs2)cc1	9	0.6	-0.9	-3	-24	2	-4.5	4	·
CCN1C(=O)Cc2cc(S(=O)(=O)N3CCOCC3)ccc21	-2	1.0	0.5	-4	6	8	0.5	-6	·
CC(C)(C)Cc1c(-c2cccc(Br)c2)nc2ccc(Cl)cn12	-25	1.9	·	·	0	-9	-3.8	4	-0.3
CCOC(=O)c1oc2ccccc2c1COC(=O)CNC(=O)c1ccccc1	10	3.7	0.5	3	6	-6	-1.3	2	-1.4
COc1cccc(C2CC(c3cccs3)=NN2C(=O)CSC2=NN3CCCC(=O)N=C3S2)c1OC (stereo not given)	-6	-1.0	1.5	21	-2	-4	-0.1	-16	2.3
Cc1ccccc1NC(=S)Nn1cnnc1	0	-1.2	0.2	-1	5	-1	·	2	1.4
CCOC(=O)Cc1csc(NC(=O)c2ccc(F)cc2)n1	11	-5.9	-0.7	-1	3	-4	1.8	7	1.8
CCN(CC)c1ncccc1C(=O)NCc1cccs1	-1	0.4	-0.8	8	-9	-4	2.0	-5	·
COc1cc(NC(=O)Nc2cccc(C(C)=O)c2)cc(OC)c1OC	-1	1.4	0.5	0	8	-10	-0.2	4	·
C=CCc1ccc(OCC(O)COCC)c(OC)c1 (stereo not given)	2	0.0	1.6	-7	-13	-1	-4.3	2	·
CC1=C(C(=O)Nc2ccccc2)C(c2ccncc2)C(C#N)=C(SCC(=O)NC(C)C)N1 (stereo not given)	14	0.6	0.2	1	18	-2	-3.4	-1	·
SMILES	BoNT F protease	BoNT-A LC inh2	PfHsp40 yeast	Yp Topo-I inh	CCHF vOTU inh	Anthrax LF prot	FadD28 FP inh	PrPC TRFRET	TcdB GH inh
COc1ccc(CSc2nnnn2Cc2ccccc2)cc1OC	5	0.6	16	6	7	6	-3.5	14	·
COC(=O)c1ccc(C)c(NC(=O)CSc2nc3[nH]c(=O)cc(O)c3s2)c1	-2	-1.6	1.1	5	-2	-11	-5.0	-2	1.3
CC(C)(C)NC(=O)C(c1ccncc1)N(C(=O)CNC(=O)c1ccco1)c1ccc(F)cc1 (stereo not given)	-5	0.1	1.0	-1	15	-2	0.6	2	-8.9
CC(C)Cn1c(CCC(N)=O)nnc1SC(C)C(=O)Nc1ccc2c(c1)OCO2 (stereo not given)	·	·	-1.5	2	14	·	0.1	-2	-0.6
COc1cccc(N(C(=O)Cn2nnc(-c3ccc(F)cc3)n2)C(C(=O)NCC2CCCO2)c2ccc(Cl)cc2)c1 (stereo not given)	-3	-0.4	0.6	13	2	-2	-0.4	7	0.9
Cc1ccc(S(=O)(=O)N2C(=O)CCC2C(=O)Nn2cnnc2)cc1 (stereo not given)	-6	-1.3	0.1	-3	-6	-4	-1.2	-2	·
C#CCNC(=O)C[C@@H]1C[C@@]2(C(=O)OC)CCCCC=C2N(Cc2ccco2)C1=O	0	-0.4	·	·	-2	-6	·	3	1.8
CC1CC(C)CN(C(=O)COC(=O)c2ccc3c(c2)C(=O)N(Cc2ccco2)C3=O)C1 (stereo not given)	-8	-3.7	-0.5	11	8	-2	-2.2	1	0.1
COc1cccc(CN2CCC(Oc3ccc(C(=O)NCc4ccccn4)cc3)CC2)c1	-7	-3.4	-0.4	20	15	-1	-0.6	-2	0.3
O=C1CSCN1c1ccc(Cl)cc1	1	0.6	-0.7	0	2	1	0.6	6	-2.8
CCn1c2c(c(=N)c3c1CCC3)CCC2	5	-0.7	-0.3	8	-4	0	-4.7	6	0.0
CCOC(=O)/C(C#N)=C/c1cccc(F)c1	-2	0.5	0.5	6	8	-6	-0.2	0	0.0
CC(C)(C)c1ccc(S(=O)(=O)NNC(=O)C2CCN(Cc3cccc(F)c3)CC2)cc1	-9	-1.2	·	9	13	-8	-3.9	-7	-1.2

Molecules listed so far that contain fluorine, in the order listed:
SMILES	BoNT F protease	BoNT-A LC inh2	PfHsp40 yeast	Yp Topo-I inh	CCHF vOTU inh	Anthrax LF prot	FadD28 FP inh	PrPC TRFRET	TcdB GH inh
O=C(Nc1ccc(Nc2ccccc2)cc1)c1ccc(F)cc1	3	1.1	0.6	-11	-7	12	1.5	0	1.8
N#Cc1c2n(c(=S)n(-c3ccc(F)cc3)c1=O)CCCCC2	-7	-0.1	-0.7	-5	1	4	-1.7	0	0.6
Cc1ccc([C@@H]2CC(=O)[C@@H]3CN(S(=O)(=O)c4ccc(C)cc4)[C@H](c4ccccc4F)C[C@@H]3N2S(=O)(=O)c2ccc(Cl)cc2)cc1	-9	-1.0	·	·	0	2	-3.4	-3	1.2
COCCNC(=O)C(c1ccc(F)cc1)N(C(=O)CCC(=O)Nc1nccs1)c1cccc(C)c1 (stereo not given)	-2	-0.5	-0.6	-1	-4	2	-3.3	-1	1.4
CCOC(=O)Cc1csc(NC(=O)c2ccc(F)cc2)n1	11	-5.9	-0.7	-1	3	-4	1.8	7	1.8
CC(C)(C)NC(=O)C(c1ccncc1)N(C(=O)CNC(=O)c1ccco1)c1ccc(F)cc1 (stereo not given)	-5	0.1	1.0	-1	15	-2	0.6	2	-8.9
COc1cccc(N(C(=O)Cn2nnc(-c3ccc(F)cc3)n2)C(C(=O)NCC2CCCO2)c2ccc(Cl)cc2)c1 (stereo not given)	-3	-0.4	0.6	13	2	-2	-0.4	7	0.9
CCOC(=O)/C(C#N)=C/c1cccc(F)c1	-2	0.5	0.5	6	8	-6	-0.2	0	0.0
CC(C)(C)c1ccc(S(=O)(=O)NNC(=O)C2CCN(Cc3cccc(F)c3)CC2)cc1	-9	-1.2	·	9	13	-8	-3.9	-7	-1.2

A second format for part of the listing above.
Each structure is followed by: BoNT F protease | BoNT-A LC inh2 | PfHsp40 yeast | Yp Topo-I inh | CCHF vOTU inh | Anthrax LF prot | FadD28 FP inh | PrPC TRFRET | TcdB GH inh
COc1ccc(CSc2nnnn2Cc2ccccc2)cc1OC
 : 5 | 0.6 | 16 | 6 | 7 | 6 | -3.5 | 14 | ·
C#CCNC(=O)C[C@@H]1C[C@@]2(C(=O)OC)CCCCC=C2N(Cc2ccco2)C1=O
 : 0 | -0.4 | · | · | -2 | -6 | · | 3 | 1.8

Assay outcomes as filed in PubChem BioAssay.
